CaV13 ICDI inh: Primary screen for inhibitors of IQ motif and Ca2+-dependent inactivation inhibitor domain binding in CACNA1D, Förster resonance energy transfer in living cells, …; HEK cells, CFP/YFP FRET ICDI-IQ, plate reader, 10 min; percent FRET-ratio fall versus neutral wells; 340,000 compounds, 0.098% hits; AID 743397; inhibition, % at 12.3 µM;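 active means mean replicate inhibition of at least 30% and at least 1% of replicates passing that level; inconclusive means only one of the two criteria is met; inactive means neither criterion is met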;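 further: 0% = median of the neutral control wells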
MC4R antag cAMP: antagonists of human melanocortin 4 receptor (MC4R); MC4R-expressing cells, MTII-stimulated cAMP, LANCE TR-FRET; inhibition, % at 6.5 µM; 360,000 compounds, 0.48% hits;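 active means inhibition above its plate's cutoff, the mean of tested wells on that plate plus 3 SD, cut at about 29% in these data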;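 further: 0% = Melanotan II alone and 100% = Melanotan II plus saturating MCL0020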
Target sequence (P32245 whole entry, looked up): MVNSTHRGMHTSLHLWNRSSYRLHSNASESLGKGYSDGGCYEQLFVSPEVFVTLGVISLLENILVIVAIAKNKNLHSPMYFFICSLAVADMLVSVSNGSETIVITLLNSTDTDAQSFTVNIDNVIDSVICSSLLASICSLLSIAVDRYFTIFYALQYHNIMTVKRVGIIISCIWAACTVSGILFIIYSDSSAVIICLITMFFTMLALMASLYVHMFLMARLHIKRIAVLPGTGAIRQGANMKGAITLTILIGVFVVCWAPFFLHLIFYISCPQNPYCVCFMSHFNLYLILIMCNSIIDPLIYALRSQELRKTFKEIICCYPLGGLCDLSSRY
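Test system: U2OS cells stably expressing human melanocortin 4 receptor (MC4R); also added: Melanotan II challenge; compound: 6.5 µM single dose; timing: 30-min compound preincubation, 1-h Melanotan II challenge, 1-h detection, room temperature; signal: Eu-cAMP/anti-cAMP TR-FRET, emission 671 nm; repeats: one well per compound, no replicates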
Exocytosis inh: blocks lytic granule exocytosis | 360,000 compounds, 0.66% hits | AID 651702 | inhibition, % at 10 µM | TALL-104 LAMP-1 surface exposure, flow cytometry; cells stimulated with thapsigargin and PMA;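 active means inhibition above about 55%, limit read from the data; inconclusive means no clear call, values can overlap the other calls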
H9c2 protect: myocardial damage modulation in H9c2 cells; H9c2 cardiomyocytes, H2O2 injury protection, ATPLite, 2 h; protection from H2O2 cell death, % at 20 µM; 360,000 compounds, 0.63% hits; AID 588492;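 active means compounds giving at least 50% protection of heart cells from peroxide-induced death in the single-dose screen, raw or plate-pattern-corrected value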;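 further: 0% = DMSO wells with peroxide and 100% = DMSO wells without peroxide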
HTR2A ag: agonists of mouse serotonin 5-HT2A receptor (HTR2A). 360,000 compounds, 0.66% hits. CHO-K1 mHTR2A beta-arrestin complementation, luminescence; percent of 30 µM serotonin response. activation, % at 7.6 µM. P35363;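 active means activation above a run cutoff, the mean activation of all tested compounds plus 3 SD, cut at about 14% in these data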;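 further: 0% = plate median of compound wells and 100% = 30 µM serotonin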
MC4R ag barr: activates human MC4R beta-arrestin recruitment; U2OS MC4R beta-arrestin complementation, luminescence; percent of melanotan II response, DMSO zero; 360,000 compounds, 0.98% hits; activation, % at 8.9 µM; AID 540308; P32245;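 active means activation above a per-plate cutoff, the mean activation of sample wells on that plate plus 3 SD, cut at about 8% in these data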
ABHD5 PLIN5 PPI: ABHD5-PLIN5 protein interaction inhibition; Split G. princeps luciferase complementation, luminescence, 4 h; AID 602281; 360,000 compounds, 0.78% hits; Q00G26+Q8WTS1; inhibition, % at 4 µM;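 active means inhibition above the mean inhibition across every tested compound plus 3 SD, cut at about 22% in these data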;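 further: 0% = DMSO only wells and the 100% control is not disclosed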
N-glyco inh: blocks N-linked glycosylation in D54 reporter cells; D54 ERlucT glycosylation luciferase reporter, 24 h; percent of 100 nM tunicamycin response; reporter increase, % at 12.5 µM; 360,000 compounds, 0.23% hits; AID 588692;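 active means mean luciferase reporter signal, scaled so untreated is 0 and the glycosylation-blocking control 100, at or above a set limit in every replicate; inconclusive means mean reaches the limit but not every replicate does; inactive means mean below the limit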;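 further: luciferase carries N-glycosylation sites so blocking glycosylation raises the light; 0% = median of neutral control wells and 100% = median of 100 nM tunicamycin wells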
PDI inh: PDI (human) enzyme inhibition. P07237. PDI insulin aggregation turbidity, A650, 90 min. inhibition, % at 10 µM. 350,000 compounds, 0.052% hits. AID 588391;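 active means mean inhibition across replicates of 30% or more, whatever share of single replicates reach that level; inconclusive means mean inhibition below 30% while every single replicate reaches 30%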;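 further: absorbance from insulin aggregation driven by PDI reduction with DTT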
Target sequence (P07237 whole entry, looked up): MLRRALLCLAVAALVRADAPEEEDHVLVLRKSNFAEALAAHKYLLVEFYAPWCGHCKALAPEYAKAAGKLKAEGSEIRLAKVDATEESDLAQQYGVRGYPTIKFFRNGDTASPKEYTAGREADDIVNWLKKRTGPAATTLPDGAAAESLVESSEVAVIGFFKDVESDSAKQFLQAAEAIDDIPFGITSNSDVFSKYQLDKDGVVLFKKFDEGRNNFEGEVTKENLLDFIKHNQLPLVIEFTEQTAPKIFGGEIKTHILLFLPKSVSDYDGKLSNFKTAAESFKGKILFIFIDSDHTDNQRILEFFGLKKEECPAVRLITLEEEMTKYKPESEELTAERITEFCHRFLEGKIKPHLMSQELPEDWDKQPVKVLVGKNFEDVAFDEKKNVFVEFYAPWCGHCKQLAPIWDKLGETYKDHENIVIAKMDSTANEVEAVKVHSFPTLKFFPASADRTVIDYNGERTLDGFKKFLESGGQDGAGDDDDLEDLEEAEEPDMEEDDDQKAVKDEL
ABCB6 inh 2: human ABCB6 transporter inhibition; 360,000 compounds, 0.19% hits; K562-ABCB6 porphyrin accumulation, flow cytometry, 1 h; stronger effect = lower value; fluorescence ratio to DMSO, % at 10 µM; AID 602162; Q9NP58;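 active means fluorescence ratio to DMSO below 75%, the collection mean minus 3 SD; inconclusive means too few cells collected in the well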;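 further: signal is porphyrin accumulated inside mitochondria; 100% equals median channel fluorescence of DMSO control wells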
* marks the source's active call; other numbers are inactive results; ? = inconclusive; . = not tested or not shown.

compound	CaV13 ICDI inh	MC4R antag cAMP	Exocytosis inh	H9c2 protect	HTR2A ag	MC4R ag barr	ABHD5 PLIN5 PPI	N-glyco inh	PDI inh	ABCB6 inh 2
O=C(COC(=O)CCNS(=O)(=O)c1ccccc1)Nc1ccc(OC(F)F)cc1	-2	7	0	-2	1	1.3	-4	2	5	102
C=CCOCC(O)Cn1c(N2CCCC2)nc2c1c(=O)n(C)c(=O)n2C (configuration not stated)	-4	14	-2	4	-1	-2.8	0	0	-1	95
COc1ccc(C2N(c3ccccc3)C(=S)N3CCCN23)cc1 (configuration not stated)	-5	4	-4	2	1	2.0	-4	3	2	99
Cc1ccc2nc(NC(=O)Cn3cc4c(n3)CCCCC4)sc2c1	-8	3	-4	3	4	1.2	-14	0	7	98
COc1cc(/C=N/NC(=O)c2cc3c(ccc4ccccc43)o2)cc(OC)c1O	-2	10	5	14	-3	5.3	4	3	-3	97
O=C1c2ccccc2C(c2nc3ccccc3[nH]2)N1c1ccccn1 (configuration not stated)	-5	.	-4	2	5	.	-2	5	.	97
COc1cc(/C=N/NC(=O)c2ccc(-c3ccccc3)cc2)cc(OC)c1OC	-15	10	1	2	-2	1.1	-2	33*	-2	91
COc1cc(C2SCC(=O)N2Cc2ccccc2)ccc1O (configuration not stated)	-17	21	-8	-4	2	2.2	0	2	1	104
COc1ccc(-c2nnc(N(C)C(=O)c3ccco3)s2)cc1OC	-2	-2	-10	8	2	2.0	1	-1	-6	98
Clc1cccc(CN2CCN(c3ncccn3)CC2)c1Cl	4	2	-5	-1	14	1.8	-1	-3	0	94
Cc1ccnc(NC(=O)c2ccc(Cl)c(NC(=O)C(C)Oc3ccccc3)c2)c1 (configuration not stated)	3	2	4	0	-2	-0.1	9	-3	3	85
CC(C)[C@H](NC(=O)c1ccco1)C(=O)Nc1ccc(OC(F)F)cc1	-21	7	6	-1	2	-2.1	-1	-2	-2	97
Cc1cccc(NC(=O)CNC(=O)Cc2ccc3c(c2)OCCO3)c1C	-6	7	-2	6	6	-1.9	3	-1	7	101
O=C1NC[C@H](CCCCN2C[C@H](Cc3ccc(O)cc3)N(Cc3ccccc3)C(=O)C2=O)N(CC2CCCCC2)C1=O	-8	.	-1	.	5	.	-3	.	.	98
O=C(NC(CO)(CO)CO)c1coc(=O)c(Br)c1	-6	1	0	-5	3	-0.9	2	4	13	96
CC(C)(C)NC(=O)CSc1nc(O)cc(=O)n1-c1ccccc1F	-8	-2	-3	10	2	-1.4	-2	2	2	99
CC(C)c1cc(CN2C(C)COCC2C)cc(C(C)C)c1O (configuration not stated)	-5	8	18	-8	-1	0.1	3	-1	15	100
COc1cccc(-c2cc(NC(C)=O)c3ncc(-c4ccc(OC)c(OC)c4)n3c2)c1	-6	6	1	49	-5	17*	2	1	-7	112
CN1C(=O)N(C)C2(C)CC1(C)N(C)C(=O)N2C	-5	-1	12	1	-2	2.2	-5	0	1	103
CCn1nc(C)c([N+](=O)[O-])c1C(=O)NNC(=O)c1ccccc1Cl	-6	12	-4	-4	1	-1.6	1	1	-4	100
CS(=O)(=O)c1ccc(C(=O)N(Cc2ccccc2)c2ccccc2)cc1	-3	1	-4	-3	-8	0.1	-3	1	-8	96
Cc1nc(-c2cnn(-c3ccccc3)c2)c2cc(C)oc2n1	-1	-3	-4	40	5	1.6	8	3	?	96
Cc1cc(C(=O)N/N=C\c2cc(C(C)(C)C)ccc2O)n[nH]1	.	-4	0	62*	13	-3.4	-6	-4	-3	99
COc1cc(OC)cc(C(=O)n2nc(C)cc2C)c1	-8	13	-1	-3	1	-1.6	3	0	6	98
CCCCOC(=O)Cn1c(=N)n(CCC)c2ccccc21	.	-1	6	-10	-4	-1.1	2	0	-7	199
COc1ccc(-n2nc(C(=O)NCC(=O)NCc3ccco3)c3ccccc3c2=O)c(OC)c1	-4	3	-1	4	0	-0.5	8	0	2	99
COc1c(C(=O)NNC(=O)c2ccccc2)csc1Br	-4	-2	4	-9	2	-1.1	-6	1	0	99
CCCNCC(=O)Nc1sc2c(c1C(=O)Nc1c(C)n(C)n(-c3ccccc3)c1=O)CCCC2	-5	-5	6	2	8	-2.3	-2	0	9	98
O=c1c2ccccc2nc(SCc2nnc(-c3ccccc3Br)o2)n1Cc1ccco1	-5	20	1	4	4	-3.0	3	0	-1	98
Cc1cccc(NC(=O)Cn2cc([N+](=O)[O-])cn2)n1	-2	-4	1	1	-3	-3.1	2	1	-5	95
OC1Cc2ccccc2C1Nc1cccc(C(F)(F)F)c1 (configuration not stated)	-7	-4	1	-14	3	0.7	-4	-2	0	98
O=C(CC1C[C@H](C(=O)N2CCCCC2)[C@@]2(CCc3ccccc3)c3[nH]c4ccccc4c3CCN2C1=O)NCCc1ccccn1 (some centres not stated)	-5	5	-2	-5	0	-0.4	-3	8	1	98
O=c1cc2oc3cc(O)c(O)cc3c(-c3ccccc3O)c-2cc1O	.	-4	-2	0	3	-3.4	13	-3	-8	122
COc1ccc2c(c1O)Cc1ccccc1C2=O	.	5	-1	2	1	0.2	7	7	3	100
COc1ccc(OC)c(CN2CCN(C(=O)c3cccc4ccccc34)CC2)c1	.	3	-9	-2	-2	0.0	8	2	-1	104
COc1ccccc1C1CC(c2ccc(Cl)cc2)Nc2ncnn21 (configuration not stated)	-1	13	-2	-1	-4	-0.3	11	0	3	86
CN(C)c1cccc(C(=O)Nc2cccc(F)c2)c1	-3	-2	1	-5	7	0.5	4	1	13	93
CCn1cc(C(C)NC(=O)Nc2ccc3c(c2)OCO3)c(C)n1 (configuration not stated)	-3	-1	-2	0	8	0.0	1	3	-7	93
O=C(c1nc2ccc(Cl)cn2c1CN1CCCC(CO)C1)N1CCc2ccccc2C1 (configuration not stated)	.	5	17	2	-7	-2.3	1	0	8	98
O=C(Nc1sc2c(c1C(=O)O)CCC2)c1ccco1	-5	2	0	5	0	-0.9	3	-1	-3	94
CCCCn1nc2cc(C(=O)NCc3cc(C(F)(F)F)cc(C(F)(F)F)c3)ccc2c1OC	-5	5	-8	-11	-6	6.6	-3	3	-3	100
Cc1ccc(CNCCCSc2ncccn2)cc1	-5	0	2	0	0	-1.8	0	0	-3	97
COc1ccc(C(=O)NN2C(=O)C3CCC(C)(C2=O)C3(C)C)cc1 (configuration not stated)	.	9	1	3	1	-0.9	6	-1	0	98
CSCCC(NC(=O)c1ccc([N+](=O)[O-])cc1Cl)C(=O)OCC(=O)NC(=O)CN1CCCC1=O (configuration not stated)	-6	1	10	-5	2	-3.4	-2	1	10	103
O=C(CSc1nc(-c2ccc(F)cc2)cc(C(F)(F)F)n1)Nc1ccc2c(c1)OCO2	-5	2	5	-9	3	17*	4	-4	-5	100
CCOC(=O)[C@H]1[C@H]2COc3ccc(C)cc3[C@@H]2N2C(=O)c3ccc(F)cc3NC(=O)[C@@]12C	-11	-4	1	5	0	-1.3	1	-1	11	98
CCN(c1ccccc1)S(=O)(=O)c1cc(C(=O)NCc2ccco2)ccc1C	-5	21	13	-4	7	-1.3	27*	-4	-5	99
COc1ccc(/C=N/OCC(=O)N2CCCC2)c(OC)c1	-5	-6	-2	5	-1	-2.3	6	1	13	95
CC(=O)C1CN(S(=O)(=O)c2ccc(C)cc2)C(c2ccccc2)CC1C (configuration not stated)	-13	.	-9	.	-10	.	3	.	.	.
CC(C)(C)C(=O)Nc1ccc(-c2cn3ccsc3n2)cc1	.	8	-4	-42	-5	-2.0	4	-14	-3	90
COC(=O)c1ccc2nc(-c3ccc(OC)c(OC)c3)c(Cc3ccc(OC)cc3C)n2c1	-7	.	4	5	4	.	9	-1	.	109
O=C(CCNC(=O)c1ccccc1)NNC(=O)COc1ccccc1Cl	-6	3	0	0	-1	2.1	4	2	-3	107
O=C(Nc1ccc(N2C(=O)C3C4C=CC(C4)C3C2=O)cc1Cl)c1cccs1 (configuration not stated)	-4	8	10	-6	4	-1.2	-3	1	6	99
O=C1CC2CS(=O)(=O)CC2N1c1ccc(Oc2ccccc2)cc1 (configuration not stated)	-4	2	0	-15	-1	0.1	2	-1	-1	92
O=c1c2ccccc2nc(-c2ccccc2)n1Cc1ccccc1	-5	6	-2	3	-3	0.0	-4	-1	-4	98
CC(C)c1ccc(NC(=O)COC(=O)c2cc(=O)[nH]c3ccccc23)cc1	-6	4	2	-6	-4	-3.8	7	3	8	97
CCN(C(=O)CSc1nnc(-c2ccccc2Cl)n1N)c1c(N)n(Cc2ccccc2)c(=O)[nH]c1=O	-2	6	2	5	1	-0.9	1	1	-2	99
CCOC(=O)c1oc2ccccc2c1NC(=O)c1ccc(S(=O)(=O)N2CCCC2)cc1	-7	0	0	6	-1	2.6	-1	2	4	89
Nc1ccccc1SCC(=O)N1CCc2ccccc21	-1	-3	?	-8	12	1.4	6	1	-6	97
Cc1ccc(-c2nnc(SCC(=O)N/N=C/c3ccc(C)s3)n2-c2ccc(C)cc2)cc1	-6	4	19	-14	9	-1.2	0	-3	1	88

(list continues)
compound	CaV13 ICDI inh	MC4R antag cAMP	Exocytosis inh	H9c2 protect	HTR2A ag	MC4R ag barr	ABHD5 PLIN5 PPI	N-glyco inh	PDI inh	ABCB6 inh 2
CC1(C)Cc2cccc(OCC(=O)Nc3cc(C(F)(F)F)ccc3N3CCOCC3)c2O1	-4	-4	9	11	-4	-0.1	-3	2	-16	94
CC(C)(C)OC(=O)C[C@H]1C/C=C\C[C@@H](CC(=O)NCCO)C(=O)N[C@H](Cc2ccccc2)COC1=O	-4	4	0	2	-1	-0.5	5	0	-7	100
CC(=O)n1ccnc1	-5	4	-4	.	-1	-0.9	-3	2	9	103
O=C(CN1c2cccc3cccc(c23)S1(=O)=O)NCc1ccc(F)cc1	-15	5	-1	0	-3	-1.0	7	0	-6	103
NS(=O)(=O)c1cccc(NS(=O)(=O)c2ccc(/C=C/C(=O)OCC(=O)c3ccc(Br)cc3)cc2)c1	1	0	-4	-5	2	1.7	3	1	0	99
O=C(NC(=S)NCc1cccnc1)c1ccccc1F	-3	-3	-11	7	-2	0.9	-11	1	3	97
Cc1[nH]c(-c2ccc(F)cc2)cc1C(=O)N1CCN(c2ccccc2)CC1	-20	19	-4	-2	-12	0.7	0	0	2	87
CCOc1ccc(C(=O)Nc2c(C(=O)N3CCC(N4CCCCC4)CC3)oc3ccccc23)cc1	-16	0	-3	11	1	-1.0	-9	-4	-5	107
CC1CN(N=Cc2ccc([N+](=O)[O-])o2)C(=N)O1 (configuration not stated)	-7	10	3	1	-4	-0.5	-5	7	-1	100
Cc1ccc(-n2c(C)cc(C(=O)COC(=O)c3ccc[nH]c3=O)c2C)cc1	-6	9	-4	-14	0	1.9	-5	-5	-1	103

Compound activity deposited in PubChem by several laboratories.

Random draw from the library. About 4.2% of those tested had a hit in this group.
